Source: PubChem
ERAP1 HTS inh – human ERAP1 aminopeptidase inhibitors, primary screen, biochemical, single point, plate reader | 340,000 tested, 0.15% active | recombinant ERAP1, Leu-AMC fluorescence, 60 min | inhibition, % at 10.7 µM | Endoplasmic reticulum aminopeptidase 1 (Homo sapiens), Q9NZ08;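 active means mean replicate inhibition of at least 30%, or all replicates individually reaching that 30% level; inactive means mean below 30% and not every replicate reaching it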;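 further: 0% = neutral control wells and 100% = L-leucinethiol positive control wells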
S100A4 MyoIIA – inhibitors of S100A4-myosin IIA peptide binding, primary screen, biochemical, fluorescence polarization, TAMRA-MyoIIA peptide | inhibition, % at 10.7 µM | 360,000 tested, 0.14% active | AID 652163, 2013;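 active means mean inhibition of at least 70% across replicates, with every replicate also reaching that level; inconclusive means mean inhibition reaches 70% but some replicates fall short; inactive means mean inhibition below 70%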
Target sequence (P26447 whole entry, looked up): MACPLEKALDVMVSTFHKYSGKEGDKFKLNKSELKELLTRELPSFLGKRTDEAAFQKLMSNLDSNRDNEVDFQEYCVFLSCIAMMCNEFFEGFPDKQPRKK
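incubation = readout 5 min after mixing, signal stable up to 60 min | system = S100A4 monomer protein | buffer or medium = HEPES pH 7.2 with CaCl2, KCl, NaCl, DTT, Triton | benchmarks = neutral control DMSO, positive control TFP | also added = fluorescent myosin IIA peptide, 5 nM | compound dosing = one concentration per compound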
esBAF inh – Bmi1 luciferase reporter increase in mESCs, primary screen, esBAF inhibitor project, mouse ES cells, Bmi1 luciferase knock-in, single point. 24 h; 100% = twice the neutral-well signal. reporter increase, % at 12.5 µM. 350,000 tested, 2% active. AID 602393, 2012; in the data active means activation above about 40%; inconclusive means no clear call, values can overlap the other calls;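 further: 0% = median of the plate's neutral control wells and 100% = double that signal; a rise in the Bmi1 reporter signal indicates esBAF inhibition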
RAD52 inh – RAD52 DNA annealing inhibitors, primary screen, biochemical, FRET, single point, set 2; DNA repair protein RAD52 homolog (Homo sapiens), P43351; recombinant RAD52 DNA annealing, FRET fluorescence; inhibition, % at 18.7 µM; 360,000 tested, 0.46% active;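 active means every replicate showing at least 50% inhibition; inconclusive means mean inhibition at least 50% but not in every replicate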
ERp5 inh – inhibitors of ERp5-driven insulin aggregation, primary screen, biochemical, turbidity, absorbance 650 nm, single point. inhibition, % at 9.99 µM. Protein disulfide-isomerase A6 (Homo sapiens), Q15084. 90 min. AID 651711, 2012. 350,000 tested, 0.05% active;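 active means mean replicate inhibition above about 25%, with every replicate also reaching it, limit read from the data, passing the limit was not always enough; inconclusive means only one of those two criteria met; inactive means neither criterion met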
RAD54 branch – inhibitors of human RAD54 branch migration, primary screen, biochemical, fluorescence, single point. DNA repair and recombination protein RAD54-like (Homo sapiens), Q92698. AID 602329, 2012. RAD54 Holliday junction branch migration, FAM/BHQ fluorescence. inhibition, % at 10.4 µM. 360,000 tested, 0.14% active;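 active means mean normalized replicate activity at least 40 and at least half of replicates scoring 40 or more; inconclusive means only one of the two criteria met; inactive means mean below 40 and under half of replicates reaching 40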;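 further: 0% = median of neutral control wells and 100% = median of positive control wells; inhibitors cause a drop in the FAM fluorescence signal; in these data hits start at about 50%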
Target sequence (Q92698 whole entry, looked up): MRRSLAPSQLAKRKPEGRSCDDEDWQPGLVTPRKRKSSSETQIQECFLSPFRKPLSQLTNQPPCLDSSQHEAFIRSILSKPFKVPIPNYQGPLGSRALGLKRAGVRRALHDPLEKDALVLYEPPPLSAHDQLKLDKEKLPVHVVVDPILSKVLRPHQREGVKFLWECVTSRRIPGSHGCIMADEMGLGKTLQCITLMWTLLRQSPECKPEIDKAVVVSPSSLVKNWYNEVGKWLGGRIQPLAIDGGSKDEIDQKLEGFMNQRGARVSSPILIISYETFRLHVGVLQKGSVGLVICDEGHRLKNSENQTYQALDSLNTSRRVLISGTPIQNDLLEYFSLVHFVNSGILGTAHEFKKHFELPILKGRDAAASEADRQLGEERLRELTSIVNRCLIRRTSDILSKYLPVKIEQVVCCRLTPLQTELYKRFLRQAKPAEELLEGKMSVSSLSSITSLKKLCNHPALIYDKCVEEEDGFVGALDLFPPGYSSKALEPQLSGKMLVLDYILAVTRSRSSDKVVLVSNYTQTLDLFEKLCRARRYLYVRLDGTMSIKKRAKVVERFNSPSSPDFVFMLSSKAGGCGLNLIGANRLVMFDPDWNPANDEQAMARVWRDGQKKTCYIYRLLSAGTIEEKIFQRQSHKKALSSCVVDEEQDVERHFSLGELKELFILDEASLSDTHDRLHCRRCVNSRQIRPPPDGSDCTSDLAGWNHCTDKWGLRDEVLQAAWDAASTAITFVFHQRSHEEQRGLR
E-selectin induc – E-selectin induction in HUVECs, primary screen, imaging, HUVEC, immunofluorescence imaging, single point; 260,000 tested, 0.37% active; AID 686992, 2013; activation, % at 7.58 µM; normalized: neutral wells 0, TNF-alpha wells 100;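 active means mean E-selectin-positive cell signal at least 10% of the positive control, reached in at least 60% of replicates, without over 20% cell loss; inconclusive means no rule given, readout overlaps actives, possibly toxicity-flagged; inactive means the rest, including those meeting only one limit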;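 further: in these data hits start at about 27%; measured in HUVEC primary endothelial cells; signal is the percent of cells scored E-selectin positive by PE staining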
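Test system – human umbilical vein endothelial cells (HUVEC), E-selectin induction · Input – 3,000 HUVEC seeded per well · Buffer or medium – EGM-2, gelatin · Compound dosing – single-point compound dose · Detection – immunofluorescence imaging · Measure – percent E-selectin-positive cells · Controls – TNF-alpha high, DMSO low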
Xi reactivation – activators of inactive X chromosome reactivation, primary screen, imaging, XiGFP fibroblasts, GFP high-content imaging, set 2 | 360,000 tested, 0.055% active | XiGFP mouse fibroblasts, % GFP-positive cells imaging, 3 d; cells co-treated with 5-aza-dC sensitizer; scaled so ellipticine positive control = 100% | activation, % at 7.58 µM;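 active means mean normalized replicate activation at least 10% and every replicate at or above 10%; inconclusive means only one of the two criteria met; inactive means mean below 10% and not all replicates reach 10%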;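 further: 0% = median of on-plate neutral control wells and 100% = ellipticine 6 µM median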
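System: XiGFP fibroblasts, SV40-immortalized. Medium: DMEM plus 5-aza-dC sensitizer. Doses: single point. Timing: 3 d treatment, 15 min room-temperature fixation. Control set: ellipticine 6 µM.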
An asterisk follows results filed as active; ? = inconclusive; . = not tested or not shown. Random draw from the library; 2.5% or so of the library scored in one or more.

Structure	ERAP1 HTS inh	S100A4 MyoIIA	esBAF inh	RAD52 inh	ERp5 inh	RAD54 branch	E-selectin induc	Xi reactivation
O=C(NCCc1ccc(Cl)cc1)C1CC(=O)N(C2CCCCC2)C1 (centres undefined)	6	-4	5	-4	2	-10	-1.2	0.0
C[C@H](CO)N1C[C@H](C)[C@@H](CN(C)Cc2ccc(C(F)(F)F)cc2)OCCCC[C@H](C)Oc2ccc(NC(=O)C3CCCCC3)cc2C1=O	.	.	-3	.	.	-2	0.0	-0.1
Cc1ccc(-c2[nH]ncc2CNCCc2cnn(-c3ccccc3)c2)cc1C	.	-1	1	-42	-3	-11	-0.2	1.0
C[C@@H]1CN([C@@H](C)CO)C(=O)c2cccc(NC(=O)c3ccncc3)c2O[C@@H]1CN(C)S(=O)(=O)c1cccs1	-1	7	-5	-8	-7	-2	-2.4	0.1
COC(=O)COc1ccc(/C=N/NC(=O)c2ccc(N(Cc3ccccc3)S(C)(=O)=O)cc2)cc1	-1	4	.	-22	3	.	.	0.0
CCCC(=O)N1CCC1(C)C(=O)NS(=O)(=O)c1ccccc1Cl (centres undefined)	4	1	0	1	2	12	0.1	0.0
Cc1ccc(O)c(-c2cc(C(=O)Nc3cccnc3)[nH]n2)c1	-6	-2	87*	-12	-2	-12	-6.2	0.0
COc1cc(Cl)c(C)cc1NC(=O)CN1CCCCCC1	-3	-3	5	-5	0	-3	0.0	0.2
O=C(N/N=C/c1c[nH]c2ccccc12)C1CC(=O)N(c2ccccc2)C1 (centres undefined)	-5	2	.	-11	0	.	.	0.0
COc1ccc(S(=O)(=O)Nc2ccc3c(c2)C(=O)N([C@H](C)CO)C[C@@H](C)[C@H](CN(C)CC2CCCCC2)OCCCC[C@@H](C)O3)cc1	.	.	1	.	.	7	-0.1	0.0
COc1c(Br)cc(C(N)=O)cc1OCc1ccccc1	-1	-2	.	-10	-8	.	.	0.0
CC1=Nc2cc(C(=O)NCCCN3CCOCC3)ccc2Sc2c(C)ccc(C)c21	-2	-1	-3	11	.	5	.	0.0
Cc1ccc(S(=O)(=O)N2CCCCC2)cc1NC(=O)Cn1cc(C(F)(F)F)ccc1=O	3	-12	2	-12	3	4	.	0.1
CC1CN(C(=O)c2ccn(C)n2)CC(C)O1 (centres undefined)	5	2	.	-11	4	-2	.	0.0
CC(=O)Nc1ccc(NC(=O)COC(=O)/C(=C/c2ccccc2)n2nnnc2C)cc1	-3	3	-7	-6	-10	-7	0.2	0.3
Oc1cccc(/C=N/Nc2cccc3cccnc23)c1	-1	3	5	-2	-2	2	.	0.1
O=C(NC1CC1)C1CCN(c2ncnc3c2sc2cccc(F)c23)CC1	0	-2	9	-10	6	-4	3.7	0.2
COc1ccc(OC)c(-c2csc(NC(=O)CN3C(=O)C4CCCCC4C3=O)n2)c1 (centres undefined)	4	-16	-8	-9	-3	6	.	0.0
COc1ccc(CNc2ncnc3cc(Cl)ccc23)cc1OC	-1	-5	.	-12	1	.	6.0	0.0
CC(C)NC(=O)N[C@@H]1CC[C@@H](CC(=O)N2CCCCC2)O[C@H]1CO	0	3	1	-17	-5	7	0.6	0.1
C[C@H]1CN([C@@H](C)CO)C(=O)Cc2cc(NC(=O)Cn3cnnn3)ccc2O[C@H]1CN(C)Cc1ccc(C(=O)O)cc1	0	-20	-4	-12	4	-7	-4.5	-1.4
C[C@@H]1CCCCO[C@H](CN(C)S(=O)(=O)c2cn(C)cn2)[C@@H](C)CN([C@@H](C)CO)C(=O)c2cc(NC(=O)c3ccncc3)ccc2O1	4	17	-4	-15	0	-6	0.1	0.4
Cc1ccsc1C(=O)OCC(=O)NCCNC(=O)COC(=O)c1sccc1C	-1	2	-5	-7	-8	1	6.6	0.0
Cc1ccccc1C(=O)NCCNc1ccc([N+](=O)[O-])cc1	2	1	.	-12	0	.	-1.0	0.1
CCCCNC(=O)C(COCc1ccccc1)OC(=O)c1ccccc1 (centres undefined)	7	-4	.	13	-1	-13	.	.
CC(C)CC#Cc1cnc2c(c1)C(=O)N([C@H](C)CO)C[C@@H](C)[C@H](CN(C)Cc1ccc3c(c1)OCO3)O2	2	6	4	38	-5	-9	0.2	-0.7
C[C@@H]1CN([C@@H](C)CO)C(=O)c2cc(NC(=O)Cc3ccccc3)ccc2O[C@@H](C)CCCCO[C@@H]1CN(C)C(=O)Cc1ccccc1	-1	-2	-4	7	1	-4	0.1	0.3
COc1ccc(S(=O)(=O)Nc2ccc3c(c2)OC[C@H](C)NC[C@@H](C)[C@@H](OC)CN(C)C3=O)cc1	1	-36	1	5	-7	-6	-0.1	0.2
COc1ccc(CN(C)C[C@@H]2OCCCC[C@H](C)Oc3ccc(NC(=O)Cc4ccccc4)cc3C(=O)N([C@H](C)CO)C[C@H]2C)cc1	.	.	0	.	.	-6	-0.1	0.1
CC(C)NC(=O)N[C@@H]1CC[C@@H](CCNS(=O)(=O)c2ccc(Cl)cc2)O[C@@H]1CO	-16	-7	4	0	10	0	0.6	-0.1
O=C(NCCc1ccccc1)C1CCCN(c2ncnc3c2nc2n3CCCCC2)C1 (centres undefined)	-2	3	-7	-7	-5	8	.	-0.1
CC1(C(=O)NS(=O)(=O)c2ccc(F)cc2F)CCN1C(=O)Cc1cc(F)ccc1F (centres undefined)	-5	1	1	-13	-4	-1	-0.1	0.1
C[C@@H]1CN([C@@H](C)CO)C(=O)c2cc(NS(=O)(=O)c3cn(C)cn3)ccc2O[C@@H]1CN(C)CC1CCCCC1	0	5	0	5	3	-3	0.1	-0.2
COC(=O)[C@H]1[C@H](CO)[C@H]2Cn3c(cccc3=O)[C@H]2N1CC1CCCC1	-2	-1	.	-14	-1	.	-0.1	-0.1
C=CCn1c(=O)c2ccccc2n2c(SCC(=O)N(C)C)nnc12	4	1	-8	-1	1	0	.	0.0
Cc1ccc(S(=O)(=O)Nc2cccc(C(=O)N3CCN(c4ccccc4O)CC3)c2)cc1F	3	-1	.	-3	-8	.	0.2	0.3
Cn1cnc(S(=O)(=O)N2CCCCN3[C@H](C2)[C@@H](c2ccc(-c4ccccc4F)cc2)[C@@H]3CO)c1	2	-5	8	-17	-1	-9	0.2	0.2
COc1ccc(-c2cnc3c(c2)C(=O)N([C@H](C)CO)C[C@H](C)[C@@H](CN(C)S(C)(=O)=O)O3)cc1	-4	6	2	8	2	2	-0.5	-0.7
O=C(Nc1ccc2c(c1)OCCO2)c1ccoc1	0	-4	24	-10	0	.	?	-0.1
COc1ccc(S(=O)(=O)Nc2ccc3c(c2)C(=O)N([C@H](C)CO)C[C@H](C)[C@@H](CN(C)S(=O)(=O)c2ccccc2)OCCCC[C@H](C)O3)cc1	0	-10	.	-29	0	.	0.0	0.4
COCCNC(=O)C1CC(c2ccccc2[N+](=O)[O-])=NO1 (centres undefined)	1	-2	3	-2	-5	10	0.3	0.0
COCC(=O)N1CC2(C1)[C@H](c1ccc(C3=CCCC3)cc1)[C@H](CO)N2C(=O)COC	0	7	.	-18	6	.	0.0	0.0
CN1CCN(C(=O)C[C@@H]2CC[C@H]3[C@@H](COC[C@@H](O)CN3S(=O)(=O)c3cccc(Cl)c3)O2)CC1	0	-2	-6	2	-7	-2	-0.1	0.1
COC(=O)Nc1ccc(S(=O)(=O)N2CCCCC2C(=O)O)cc1 (centres undefined)	-4	-3	.	1	1	.	.	-0.2
CC1CCCC(C)N1C(=O)CSc1nccc(=O)[nH]1 (centres undefined)	1	0	-3	-19	1	8	0.2	0.0
Cc1ccccc1NC(=O)c1ccccn1	.	7	.	-8	4	.	0.7	-0.2
Fc1ccc(-c2ncc3ccccn23)cc1	-3	-18	.	-3	6	.	.	0.1
Cc1onc(-c2c(F)cccc2Cl)c1C(=O)N(Cc1ccccc1)C(C)C	0	-3	4	-13	-4	-2	-0.4	0.3
Cc1cnc(C(=O)Nc2ccc(S(=O)(=O)N(C(C)C)C(C)C)cc2)cn1	2	3	2	2	1	-3	0.3	0.1
CC(C)(C)NC(=O)NC(=O)CN1C(=O)NC(C)(c2ccccc2)C1=O (centres undefined)	2	7	-5	10	0	6	0.3	0.1

(list continues)
Structure	ERAP1 HTS inh	S100A4 MyoIIA	esBAF inh	RAD52 inh	ERp5 inh	RAD54 branch	E-selectin induc	Xi reactivation
CCCNC(=O)[C@@H]1[C@@H](CO)[C@@H]2Cn3c(ccc(-c4ccccc4)c3=O)[C@@H]2N1CC	0	6	0	2	2	4	-0.4	0.0
O=C(NCc1ccccc1)[C@H]1[C@H](CO)[C@H]2Cn3c(cccc3=O)[C@H]2N1Cc1ccccc1F	0	0	-3	3	-4	-5	-1.9	0.0
Cc1ccccc1-c1cnc(C(O)c2ccc(F)c(F)c2)[nH]1 (centres undefined)	2	-5	13	-10	2	-3	0.0	0.0
O=C(Nc1ccccc1C(=O)N1CCOCC1)c1ccc([N+](=O)[O-])cc1	-1	2	-7	-6	3	2	.	0.4
Cc1ccc(-n2nc(-c3ccc(N)cc3)cc2N)cc1	-1	-3	28	-12	-8	-1	0.2	0.2
O=C(Cn1nc(C(F)(F)F)c2c1CCCC2)N1CCOCC1	3	-3	0	-2	-1	.	.	0.0
COc1ccc2[nH]c3c(c2c1)CCN1C(=O)C(CC(=O)NCCCn2ccnc2)C[C@H](C(=O)N2CCOCC2)[C@@]31C (some centres undefined)	0	-2	-1	-5	0	1	-0.2	0.6
CN(C[C@H]1N[C@H](CO)[C@H]1c1ccc(-c2cccc(F)c2)cc1)S(C)(=O)=O	-6	13	-1	-110	6	0	0.0	0.0
C=CC[C@H]1CC(C)=C[C@H](CC=C)N1	-1	7	.	-7	3	.	0.1	0.0
Cc1nn(CC(=O)NCCCN2CCN(Cc3ccccc3)CC2)c(=O)c2cc(-c3ccccc3)nn12	-2	0	-4	-5	3	6	0.4	0.0
C[C@H](CO)N1C[C@H](C)[C@H](CN(C)S(C)(=O)=O)Oc2c(NS(C)(=O)=O)cccc2C1=O	0	7	-2	3	-5	4	64*	-0.1
O=C(CN1C(=O)C2CCCCC2C1=O)N1CCN(c2ccccc2)CC1 (centres undefined)	-3	0	6	-5	7	0	0.8	-0.3
